ERp5 inh – inhibitors of ERp5-driven insulin aggregation, primary screen, biochemical, turbidity, absorbance 650 nm, single point; Protein disulfide-isomerase A6 (Homo sapiens), Q15084; 90 min; inhibition, % at 9.99 µM; hit rate 0.05% among 350,000; AID 651711, 2012;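 active means mean replicate inhibition above about 25%, with every replicate also reaching it, limit read from the data, passing the limit was not always enough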
PglD inh – C. jejuni PglD acetyltransferase inhibitors, primary screen, biochemical, DTNB colorimetric, single point; purified PglD enzyme, DTNB colorimetric CoA detection; inhibition, % at 12.5 µM; UDP-N-acetylbacillosamine N-acetyltransferase PglD (Campylobacter jejuni); hit rate 0.098% among 360,000; in the data active means inhibition above about 16%, passing the limit was not always enough; further: strong numbers were not always called active
esBAF inh – Bmi1 luciferase reporter increase in mESCs, primary screen, esBAF inhibitor project, mouse ES cells, Bmi1 luciferase knock-in, single point; 24 h; 100% = twice the neutral-well signal; reporter increase, % at 12.5 µM; hit rate 2% among 350,000; AID 602393, 2012; in the data active means activation above about 40%;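 further: 0% = median of the plate's neutral control wells and 100% = double that signal; a rise in the Bmi1 reporter signal indicates esBAF inhibition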
RAD54 inh – inhibitors of human RAD54 branch migration, primary screen, biochemical, fluorescence, single point; hit rate 0.14% among 360,000; RAD54 Holliday junction branch migration, FAM/BHQ fluorescence; DNA repair and recombination protein RAD54-like (Homo sapiens), Q92698; inhibition, % at 10.4 µM; AID 602329, 2012;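 active means mean normalized replicate activity at least 40 and at least half of replicates scoring 40 or more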;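 further: 0% = median of neutral control wells and 100% = median of positive control wells; inhibitors cause a drop in the FAM fluorescence signal; in these data hits start at about 50%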
Target sequence (Q92698 whole entry, looked up): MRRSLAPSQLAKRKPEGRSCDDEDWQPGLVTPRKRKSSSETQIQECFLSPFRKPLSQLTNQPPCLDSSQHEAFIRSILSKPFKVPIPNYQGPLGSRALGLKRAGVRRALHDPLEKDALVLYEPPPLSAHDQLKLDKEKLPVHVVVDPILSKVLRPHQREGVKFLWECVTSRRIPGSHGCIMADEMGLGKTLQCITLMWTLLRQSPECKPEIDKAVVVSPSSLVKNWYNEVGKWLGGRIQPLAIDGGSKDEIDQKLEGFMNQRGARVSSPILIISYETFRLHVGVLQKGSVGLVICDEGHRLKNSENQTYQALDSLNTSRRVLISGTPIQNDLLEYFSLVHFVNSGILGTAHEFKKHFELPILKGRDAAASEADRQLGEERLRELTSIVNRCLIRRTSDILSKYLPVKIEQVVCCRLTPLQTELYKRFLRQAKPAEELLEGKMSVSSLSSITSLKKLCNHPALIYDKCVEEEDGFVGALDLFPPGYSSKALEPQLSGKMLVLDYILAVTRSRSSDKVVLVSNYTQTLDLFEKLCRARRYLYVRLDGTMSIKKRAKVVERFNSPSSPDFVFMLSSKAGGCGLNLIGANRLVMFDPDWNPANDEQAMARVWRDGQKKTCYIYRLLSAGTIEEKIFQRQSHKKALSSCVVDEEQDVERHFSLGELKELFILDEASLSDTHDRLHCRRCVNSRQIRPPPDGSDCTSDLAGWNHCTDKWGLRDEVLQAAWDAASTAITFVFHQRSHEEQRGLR
Casp6 inh – human caspase-6 inhibitors, primary screen, biochemical, VEID-R110 fluorescence, single point, set 2; purified caspase-6, Z-VEID-R110 cleavage fluorescence; inhibition, % at 12.5 µM; hit rate 0.53% among 350,000; AID 686996, 2013;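 active means mean inhibition across replicates at least about 35%, with every replicate also reaching that limit, limit read from the data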;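 further: 0% = median of neutral control wells and 100% = no fluorescence left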
Target sequence (P55212 24-179 limits assumed): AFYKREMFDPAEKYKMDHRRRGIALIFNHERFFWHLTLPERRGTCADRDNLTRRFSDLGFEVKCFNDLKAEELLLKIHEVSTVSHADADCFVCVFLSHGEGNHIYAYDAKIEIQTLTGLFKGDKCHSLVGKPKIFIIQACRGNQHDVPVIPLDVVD
Target sequence (P55212 194-293 limits assumed): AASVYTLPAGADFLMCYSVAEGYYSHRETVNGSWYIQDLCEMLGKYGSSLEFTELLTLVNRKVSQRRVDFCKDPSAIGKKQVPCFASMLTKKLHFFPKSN
ARNT TACC3 PPI – disruptors of ARNT/TACC3 protein interaction, primary screen, biochemical, AlphaScreen, single concentration; Transforming acidic coiled-coil-containing protein 3 (Homo sapiens), Q9Y6A5; AlphaScreen His-ARNT PAS-B/GST-TACC3 binding, luminescence; TACC3 fragment carries E629A point mutation; inhibition, % at 9.99 µM; hit rate 0.66% among 390,000; AID 623870, 2012;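 active means mean inhibition of replicates at least 50% and at least half of replicates each reaching 50%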;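 further: 0% = complete ARNT plus TACC3 wells and 100% = ARNT alone without TACC3; many hits fall short of the cut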
E-sel inducer – E-selectin induction in HUVECs, primary screen, imaging, HUVEC, immunofluorescence imaging, single point; normalized: neutral wells 0, TNF-alpha wells 100; activation, % at 7.58 µM; hit rate 0.37% among 260,000; AID 686992, 2013; P16581;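 active means mean E-selectin-positive cell signal at least 10% of the positive control, reached in at least 60% of replicates, without over 20% cell loss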;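 further: in these data hits start at about 27%; measured in HUVEC primary endothelial cells; signal is the percent of cells scored E-selectin positive by PE staining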
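Assay system: HUVEC, human umbilical vein endothelial cells / Amount: 3,000 HUVEC/well / Controls: TNF-alpha positive control, DMSO neutral control / Compound dosing: single concentration / Medium: EGM-2 over gelatin coat / Evaluation: percent E-selectin-positive cells / Signal: immunofluorescence imaging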
RAD52 anneal inh – RAD52 DNA annealing inhibitors, primary screen, biochemical, FRET, single point, set 2 | recombinant RAD52 DNA annealing, FRET fluorescence | inhibition, % at 18.7 µM | hit rate 0.46% among 360,000 | AID 651710, 2012;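 active means every replicate showing at least 50% inhibition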
* marks the source's active call; other numbers are inactive results.

What do the screens show for `Cc1cc(CNCc2cn(C)nc2-c2ccc(Oc3ccccc3)cc2)on1`?
ERp5 inh: -0.1; Casp6 inh: -4.8; ARNT TACC3 PPI: -6.3; E-sel inducer: -8.4; RAD52 anneal inh: -30.2

Results for COc1cccc(-c2ccc([C@H]3[C@@H](C#N)N(C(=O)c4ccccn4)[C@@H]3CO)cc2)c1 ?
ERp5 inh: -2.5; PglD inh: -1.9; esBAF inh: 12.0; RAD54 inh: -6.4; Casp6 inh: -0.1; ARNT TACC3 PPI: -3.6; E-sel inducer: -0.2; RAD52 anneal inh: -117.7

What do the screens show for `CC(O)(c1cccc(F)c1)c1nc(-c2cccc3cccnc23)cs1` (centres undefined)?
ERp5 inh: -1.8; PglD inh: 0.0; esBAF inh: -0.8; RAD54 inh: -6.2; Casp6 inh: 1.5; E-sel inducer: -0.1; RAD52 anneal inh: -21.3

Results for CC(C)[C@H](NC(=O)OCc1ccccc1)C(=O)OCC(=O)NC1CCCCC1 ?
PglD inh: 2.2; esBAF inh: -3.2; RAD54 inh: -2.0; ARNT TACC3 PPI: -3.7

How did COc1cc(/C=N/n2c(-c3n[nH]c4c3CCC4)n[nH]c2=S)ccc1O do in these assays?
ERp5 inh: 3.4; Casp6 inh: -0.5; ARNT TACC3 PPI: 4.0; E-sel inducer: 0.7; RAD52 anneal inh: -17.7

Results for C[C@@H]1CN([C@@H](C)CO)C(=O)Cc2cc(NS(=O)(=O)c3cccs3)ccc2O[C@H]1CN(C)C(=O)NC1CCCCC1 ?
ERp5 inh: 1.9; PglD inh: 3.1; esBAF inh: -2.9; RAD54 inh: 6.3; Casp6 inh: 0.1; ARNT TACC3 PPI: -1.2; E-sel inducer: -0.1; RAD52 anneal inh: 2.0

Results for CC(C)CCNC(=O)c1onc(CSc2ccc(F)cc2)c1C(=O)NCCC(C)C ?
ERp5 inh: 0.2; PglD inh: 3.1; esBAF inh: -11.8; RAD54 inh: -7.7; Casp6 inh: 2.4; ARNT TACC3 PPI: -33.3; E-sel inducer: -0.2; RAD52 anneal inh: -7.1

What do the screens show for `O=C(C[C@@H]1CC[C@H]2[C@@H](COC[C@@H](O)CN2C(=O)c2ccc(F)cc2)O1)NCc1cccc(F)c1`?
ERp5 inh: -2.5; PglD inh: 2.0; esBAF inh: 2.3; RAD54 inh: 5.3; Casp6 inh: -1.0; ARNT TACC3 PPI: -4.9; E-sel inducer: 0.0; RAD52 anneal inh: -15.3

How did CCOc1ccc(Oc2ccccc2NC(=O)CCNC(C)=O)cc1 do in these assays?
ERp5 inh: 2.9; PglD inh: -7.0; esBAF inh: 1.9; RAD54 inh: -0.4; Casp6 inh: 3.2; ARNT TACC3 PPI: -0.5; E-sel inducer: 0.3; RAD52 anneal inh: -2.0

What do the screens show for `CS(=O)(=O)N(CC(=O)N1CCN(Cc2ccccc2)CC1)C1CCCCC1`?
PglD inh: -2.2; esBAF inh: -8.6; RAD54 inh: 1.2; ARNT TACC3 PPI: -5.0

How did Cc1cccc(NC(=O)CS(=O)(=O)c2cn(C)c3ccccc23)c1 do in these assays?
ERp5 inh: -0.5; esBAF inh: 1.2; RAD54 inh: 0.1; Casp6 inh: 2.4; ARNT TACC3 PPI: 2.8; E-sel inducer: 0.3; RAD52 anneal inh: -0.8

What do the screens show for `N#C[C@H]1[C@H](c2ccccc2)[C@H](CO)N1S(=O)(=O)c1cccc(F)c1`?
ERp5 inh: -0.8; PglD inh: -1.3; esBAF inh: -5.8; RAD54 inh: 6.4; Casp6 inh: -1.4; ARNT TACC3 PPI: -11.9; E-sel inducer: 0.5; RAD52 anneal inh: -6.0

What do the screens show for `O=C(C[C@H]1CC[C@@H]2[C@H](COC[C@@H](O)CN2CC2CC2)O1)NCc1ccc(Cl)cc1`?
ERp5 inh: 2.0; PglD inh: 3.9; esBAF inh: -1.7; RAD54 inh: -7.1; Casp6 inh: 0.0; ARNT TACC3 PPI: 16.0; E-sel inducer: 0.1; RAD52 anneal inh: -11.4

What do the screens show for `CC1=NOC(=O)/C1=C/c1ccc(O)cc1`?
ERp5 inh: -1.0; Casp6 inh: 0.9; ARNT TACC3 PPI: 1.3; E-sel inducer: 0.3; RAD52 anneal inh: -11.3

What do the screens show for `Cn1c(C(=O)NCCCN2CCN(c3cccc(Cl)c3)CC2)cc2c(=O)n(C)c3ccccc3c21`?
ERp5 inh: -1.0; PglD inh: 3.8; esBAF inh: -2.6; RAD54 inh: 6.9; Casp6 inh: -0.4; ARNT TACC3 PPI: 10.1; E-sel inducer: 0.0; RAD52 anneal inh: -4.9

Results for CC1(c2ccc(Cl)cc2Cl)NC(=O)N(CC(=O)N2CCN(C(=O)c3ccco3)CC2)C1=O (centres undefined) ?
ERp5 inh: -2.5; PglD inh: -1.7; esBAF inh: 5.0; RAD54 inh: -8.4; Casp6 inh: 3.0; ARNT TACC3 PPI: 0.4; RAD52 anneal inh: -10.8

What do the screens show for `COC(=O)CN(c1ccccc1F)S(=O)(=O)c1ccc(C)cc1`?
ERp5 inh: 2.0; Casp6 inh: -4.3; ARNT TACC3 PPI: -10.4; E-sel inducer: -3.3; RAD52 anneal inh: -8.1

Results for Cc1ccc(S(=O)(=O)N[C@@H]2CC[C@H](CCn3cc(C4(O)CCCC4)nn3)O[C@@H]2CO)cc1 ?
ERp5 inh: -7.4; PglD inh: -1.4; esBAF inh: 5.1; RAD54 inh: -5.1; Casp6 inh: 0.4; ARNT TACC3 PPI: -1.2; E-sel inducer: -0.4; RAD52 anneal inh: 6.2

What do the screens show for `CCCNC(=O)N(C)C[C@@H]1Oc2cc(-c3ccccc3F)ccc2S(=O)(=O)N([C@@H](C)CO)C[C@@H]1C`?
ERp5 inh: 1.5; PglD inh: 0.6; esBAF inh: 1.1; RAD54 inh: 4.5; Casp6 inh: -2.4; ARNT TACC3 PPI: -10.1; E-sel inducer: -2.4; RAD52 anneal inh: 5.0

How did COC(=O)c1cc(OC)cc(O)c1C(=O)c1c(O)cc(C)cc1O do in these assays?
ERp5 inh: -5.7; PglD inh: 2.0; esBAF inh: 8.7; RAD54 inh: -6.7; Casp6 inh: 2.1; ARNT TACC3 PPI: 2.5; RAD52 anneal inh: -25.4

Results for COc1cccc(S(=O)(=O)N[C@H]2C=C[C@@H](CC(=O)NC3CCC3)O[C@@H]2CO)c1 ?
ERp5 inh: 0.3; PglD inh: -2.5; esBAF inh: 0.5; RAD54 inh: -0.5; Casp6 inh: 6.3; ARNT TACC3 PPI: -5.9; E-sel inducer: -0.5; RAD52 anneal inh: 7.2

What do the screens show for `CC(C)c1ccc(NC(=O)CN2C(=O)NC3(CCCC3)C2=O)cc1`?
ERp5 inh: 0.0; PglD inh: 3.5; esBAF inh: -7.5; RAD54 inh: -9.0; Casp6 inh: 2.1; ARNT TACC3 PPI: -12.9; E-sel inducer: 0.2; RAD52 anneal inh: -10.6

How did CCc1ccc(C2C(C#N)=C(N)SC(N)=C2C#N)s1 do in these assays?
PglD inh: -4.1; esBAF inh: 11.4; RAD54 inh: -27.8; ARNT TACC3 PPI: 8.4

How did COc1ccc(/C(C)=N\O)cc1OC do in these assays?
ERp5 inh: -0.4; Casp6 inh: -2.3; ARNT TACC3 PPI: -6.2; RAD52 anneal inh: -5.7

Results for C[C@@H]1CN([C@@H](C)CO)C(=O)c2cc(-c3ccncc3)cnc2O[C@H]1CN(C)C(=O)c1ccccc1F ?
ERp5 inh: 16.4; PglD inh: 2.9; esBAF inh: 2.7; RAD54 inh: -1.7; Casp6 inh: 2.1; ARNT TACC3 PPI: -2.2; E-sel inducer: 0.3; RAD52 anneal inh: -5.7

How did O=C(OCC(=O)N1CCc2ccccc2C1)c1ccc(F)cc1Cl do in these assays?
ERp5 inh: 5.1; PglD inh: 3.1; esBAF inh: 17.7; RAD54 inh: -0.8; Casp6 inh: 0.5; ARNT TACC3 PPI: -21.7; E-sel inducer: 0.1; RAD52 anneal inh: -19.6

What do the screens show for `COc1ccc(NC(=O)Nc2cccc3c2O[C@@H](CN(C)Cc2ccc4c(c2)OCO4)[C@H](C)CN([C@H](C)CO)C3=O)cc1`?
ERp5 inh: 0.3; PglD inh: 4.2; esBAF inh: -5.5; RAD54 inh: -2.0; Casp6 inh: -5.6; ARNT TACC3 PPI: 5.5; E-sel inducer: 1.2; RAD52 anneal inh: 18.9

Results for O=C(CN1CCOCC1)N1CCCCN2[C@H](CO)[C@@H](c3ccc(-c4ccccc4)cc3)[C@H]2C1 ?
ERp5 inh: -3.4; PglD inh: 10.0; esBAF inh: -2.7; RAD54 inh: 5.4; Casp6 inh: 2.3; ARNT TACC3 PPI: -8.1; E-sel inducer: 1.2; RAD52 anneal inh: -4.2

What do the screens show for `COc1ccc(C(=O)NCCCc2nc3ccccc3n2Cc2ccccc2C)cc1OC`?
ERp5 inh: 4.0; PglD inh: 0.0; esBAF inh: -14.1; RAD54 inh: 10.7; Casp6 inh: 4.4; ARNT TACC3 PPI: -2.9; E-sel inducer: -2.4; RAD52 anneal inh: 2.5

How did COc1ccccc1NC(=O)C1=C(C)Nc2ncnn2C1c1cccs1 (centres undefined) do in these assays?
PglD inh: -3.7; esBAF inh: -1.5; RAD54 inh: -1.8; ARNT TACC3 PPI: 14.2

Results for COc1ccc(NC(=O)CN2CCc3ccccc3C2)cc1S(=O)(=O)N1CCOCC1 ?
ERp5 inh: 0.3; Casp6 inh: -0.5; ARNT TACC3 PPI: -0.7; RAD52 anneal inh: 2.7

How did CC(=O)N(C)C[C@@H]1Oc2ncc(-c3ccc(F)cc3)cc2C(=O)N([C@@H](C)CO)C[C@@H]1C do in these assays?
ERp5 inh: 2.4; PglD inh: 1.7; esBAF inh: -3.9; RAD54 inh: 0.2; Casp6 inh: 0.0; ARNT TACC3 PPI: -5.7; E-sel inducer: -0.3; RAD52 anneal inh: -6.7

What do the screens show for `CC(C)C(=O)N(Cc1ccc(F)cc1)Cc1nc2ccccc2c(=O)[nH]1`?
ERp5 inh: -1.4; Casp6 inh: 1.9; ARNT TACC3 PPI: -2.6; RAD52 anneal inh: -3.3

What do the screens show for `COc1ccc(S(=O)(=O)N(C)C[C@@H]2OCCCC[C@H](C)Oc3ccc(NS(C)(=O)=O)cc3C(=O)N([C@H](C)CO)C[C@H]2C)cc1`?
ERp5 inh: 0.1; PglD inh: -3.1; esBAF inh: -6.4; RAD54 inh: -1.1; Casp6 inh: -1.5; ARNT TACC3 PPI: -4.6; E-sel inducer: -0.1; RAD52 anneal inh: -4.7

What do the screens show for `COCCNC(=S)Nc1cc(S(=O)(=O)N2CCOCC2)ccc1N1CCCCC1`?
ERp5 inh: 0.2; Casp6 inh: 0.6; ARNT TACC3 PPI: -0.7; RAD52 anneal inh: -32.0

Retrieved by structure from the entries so far:
What do the screens show for `CC(C)C(=O)N(Cc1ccc(F)cc1)Cc1nc2ccccc2c(=O)[nH]1`?
ERp5 inh: -1.4; Casp6 inh: 1.9; ARNT TACC3 PPI: -2.6; RAD52 anneal inh: -3.3

What do the screens show for `COc1ccc(S(=O)(=O)N(C)C[C@@H]2OCCCC[C@H](C)Oc3ccc(NS(C)(=O)=O)cc3C(=O)N([C@H](C)CO)C[C@H]2C)cc1`?
ERp5 inh: 0.1; PglD inh: -3.1; esBAF inh: -6.4; RAD54 inh: -1.1; Casp6 inh: -1.5; ARNT TACC3 PPI: -4.6; E-sel inducer: -0.1; RAD52 anneal inh: -4.7
